Bioassay records (PubChem BioAssay)
MOR-DOR ag: agonists of human mu-delta opioid receptor heterodimerization | actives 0.3% (n = 340,000) | activation, % at 9.3 µM | P35372+P41143 | AID 504326 | cells, OPRM1-OPRD1 heterodimerization, luminescence; in the data active = activation above about 18%;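 note: 0% = vehicle-treated cells and 100% = reference agonist; values of inactives mirror those of a sister screen read the other way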
DAGLB inh: blocks human DAGLB lipase activity; actives 0.059% (n = 340,000); HEK293T DAGLB membrane lysate, EnzChek fluorogenic substrate; inhibition, % at 5.17 µM; AID 504411; Q8NCG7; in the data active = inhibition above about 34%;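 note: 0% = enzyme with vehicle and 100% = wells lacking enzyme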
HTR5A inv ctr: counter-screen for OPRM1-OPRD1 inverse agonists: human HTR5A inverse agonism; P47898; HTR5A cell line, luminescence; inhibition, % at 9.3 µM; actives 0.083% (n = 340,000); in the data active = inhibition mostly above about 23%, no sharp cut-off; inactive = mostly below about 18%;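 note: 0% = cells with DMSO and 100% = no-cell wells with DMSO; some compounds called inactive have numbers as strong as hits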
Target sequence (P47898 whole entry, looked up): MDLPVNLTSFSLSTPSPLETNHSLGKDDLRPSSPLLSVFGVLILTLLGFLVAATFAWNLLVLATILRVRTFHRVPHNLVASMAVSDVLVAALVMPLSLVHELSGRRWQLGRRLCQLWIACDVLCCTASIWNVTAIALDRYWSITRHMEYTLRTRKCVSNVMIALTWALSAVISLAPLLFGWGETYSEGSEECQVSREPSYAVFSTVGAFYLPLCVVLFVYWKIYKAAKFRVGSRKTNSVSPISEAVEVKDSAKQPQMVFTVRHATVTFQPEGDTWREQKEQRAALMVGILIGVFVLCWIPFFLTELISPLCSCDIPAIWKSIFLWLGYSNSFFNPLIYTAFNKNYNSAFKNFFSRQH
OPRM1-OPRD1 inv: inverse agonists of human mu-delta opioid receptor heterodimerization. AID 504357. cell-based MOR-DOR heterodimer luminescence, inverse agonism. P35372+P41143. actives 0.21% (n = 340,000). inhibition, % at 9.3 µM; in the data active = inhibition above about 22%, passing the limit was not always enough;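 note: 0% = cells with DMSO and 100% = wells without cells with DMSO; values of inactives mirror those of a sister screen read the other way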
PKA-R1A act: activators of PKA-R1A complex; P00514+P68181; PKA-R1A dissociation, Cy5-IP20 fluorescence polarization; scaled: DMSO 0%, 113 µM cGMP 100%; activation, % at 11.4 µM; actives 0.083% (n = 340,000); AID 504707;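 active = percent activation above the mean of all tested compounds plus 3 SD, cut at about 19% in these data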;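 note: higher means more PKAc released from R1A so a rise in polarization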
Arrestin-AP2 inh: human beta-arrestin and AP2 interaction inhibition | FITC-arrestin peptide / GST-AP2 beads, flow cytometry; AP2 beta2 appendage carries R879A mutation | inhibition, % at 10 µM | actives 0.31% (n = 340,000) | AID 504490;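 active = inhibition above a set limit, near 3 SD of compounds lacking own fluorescence, cut at about 54% in these data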;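 note: plate controls were DMSO wells for no effect and 5 µM unlabelled arrestin peptide for full effect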
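System: GST-AP2 R879A glutathione beads; medium: PBS, Tween 20 0.05%, BSA 0.1%; reagent: fluorescein-tagged arrestin peptide at 50 nM final; schedule: pre-incubation 12 min, peptide binding 1 h, room temperature; detection: flow cytometry, FL1 (488/535 nm); read-out: inhibition as reduced fluorescein signal on beads, percent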
Pemphigus Ab inh: inhibitors of pemphigus antibody binding to human desmoglein-3 | P32926 | actives 0.48% (n = 310,000) | binding (percent of control), % at 10 µM | DSG3-coupled beads, scFv-anti-DSG3-GFP binding, flow cytometry; active compounds read low | AID 588358;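 active = binding more than 3 SD below its plate's average and above zero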;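 note: hits lower antibody fragment binding to DSG3; some compounds called inactive have numbers as strong as hits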
HTR5A ag ctr: counter-screen for OPRM1-OPRD1 agonists: human HTR5A agonism; P47898; HTR5A agonist assay, luminescence, cell-based; actives 0.61% (n = 340,000); activation, % at 9.3 µM; AID 504692; in the data active = activation mostly above about 9.5%, no sharp cut-off; inactive = mostly below about 7.6%;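 note: 0% = cells with vehicle only and 100% = reference agonist; strong numbers were not always called active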
V-ATPase pHluor: alters yeast V-ATPase proton transport | response, % at 10 µM | S. cerevisiae, pHLuorin cytosolic pH fluorescence | actives 0.37% (n = 350,000); in the data active = response mostly above about 7.3%, no sharp cut-off; inactive = mostly below about 5.4%; note: actives read high; inactives centre near 0; some compounds called inactive have numbers as strong as hits; reference of the scale not given here
PKA-R2B act: activates the human PKA-R2B holoenzyme complex | P22694+P31323 | PKA-R2B holoenzyme dissociation, Cy5-IP20 fluorescence polarization; R2B truncated from residue 108, S112A mutant; 0% DMSO only, 100% 113 µM cGMP | activation, % at 11.4 µM | actives 0.079% (n = 340,000) | AID 504700;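 active = activation above a cutoff set at the mean over all compounds plus 3 SD, cut at about 18% in these data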;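 note: higher means more holoenzyme dissociation and a rise in polarization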
Target sequence (P31323 whole entry, looked up, other chains not shown, the tested form may be a part): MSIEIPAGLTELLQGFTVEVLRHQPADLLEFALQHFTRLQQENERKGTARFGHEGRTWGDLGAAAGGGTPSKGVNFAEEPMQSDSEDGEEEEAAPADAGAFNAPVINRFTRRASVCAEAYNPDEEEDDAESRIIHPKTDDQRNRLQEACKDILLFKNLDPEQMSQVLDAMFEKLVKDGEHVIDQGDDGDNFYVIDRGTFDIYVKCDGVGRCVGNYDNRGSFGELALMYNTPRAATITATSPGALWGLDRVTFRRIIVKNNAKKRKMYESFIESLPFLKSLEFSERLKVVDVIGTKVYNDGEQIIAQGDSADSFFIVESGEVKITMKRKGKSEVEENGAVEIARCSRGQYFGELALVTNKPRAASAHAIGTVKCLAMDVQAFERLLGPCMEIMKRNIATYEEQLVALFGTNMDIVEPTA
* = called active by the depositor; x = not tested or not shown.

SMILES	MOR-DOR ag	DAGLB inh	HTR5A inv ctr	OPRM1-OPRD1 inv	PKA-R1A act	Arrestin-AP2 inh	Pemphigus Ab inh	HTR5A ag ctr	V-ATPase pHluor	PKA-R2B act
NC1=NC(=O)C(Cc2cccc(Cl)c2)S1 (stereo unspecified)	-2.1	-1	12	13	4	-4	99	1	-1	1
CCOC(=O)c1nnn(-c2nonc2N)c1CN(CC)CC	-1.5	1	7	8	-4	-1	103	-2	1	-10
CCOc1cc(C)c(C(C)C)cc1S(=O)(=O)n1ccc(C)n1	-1.1	-5	13	4	-6	-2	x	3	2	3
O=C(Nc1ccc(N2CCN(C(=O)c3ccco3)CC2)cc1)c1ccc(F)cc1	-1.7	4	7	10	3	-7	x	0	6	-4
NC(=O)c1ccc(N=Cc2c(O)ccc3ccccc23)cc1	-2.3	-1	-47	12	-4	5	117	4	-1	0
COc1cc(/C=C2\SC(N)=NC2=O)ccc1OCC(=O)Nc1ccccc1C	2.8	2	5	-11	-1	-3	x	-2	2	-7
COc1ccc(C(c2nnnn2C(C)(C)C)N2CCN(c3nc4ccccc4s3)CC2)cc1OC (stereo unspecified)	-1.0	0	-23	4	-3	2	108	-3	2	7
Cc1ccc(C)c(NC(=O)CN2C(=O)C3CC=CCC3C2=O)c1 (stereo unspecified)	x	0	x	x	-2	x	103	x	3	0
NCC(c1ccccc1Cl)c1c[nH]c2ccccc12 (stereo unspecified)	0.5	3	-6	-2	-13	-16	88	2	2	-1
Cc1ccc(C2(C)NC(=O)N(CC(=O)Nc3cc(S(=O)(=O)N4CCOCC4)ccc3C)C2=O)cc1 (stereo unspecified)	-1.4	-1	-2	7	-3	5	104	1	-4	6
O=C(NCCOc1ccccc1)N1[C@H]2CC[C@@H]1C=C(c1ccc(F)cc1OCc1ccccc1)C2	x	-9	x	x	-6	x	107	x	-1	0
CC(C)Cn1c(N)c(C(=O)NCc2cccs2)c2nc3ccccc3nc21	-0.2	1	16	1	-16	-1	88	1	-3	-1
CCN(CC)CCn1c2ccccc2c2nc(C)sc21	-3.6	1	-39	22	-8	18	x	2	0	-1
COc1ccccc1NS(=O)(=O)c1cc([N+](=O)[O-])ccc1N/N=C/c1c(C)[nH]c2ccccc12	1.0	16	2	-5	-4	5	119	-1	0	1
COc1ccc(OCc2cc(C(=O)NC(C)c3csc(C)n3)no2)c(Cl)c1 (stereo unspecified)	-2.0	-5	4	11	-7	-19	100	1	2	1
CCOc1ccc(-n2nnnc2SCC(=O)Nc2ccc(NC(C)=O)cc2)cc1	-0.5	-1	18	2	7	6	97	-5	3	-3
CC1=C(C(=O)Nc2cc(C(=O)N3CCC(C)CC3)ccc2C)SCCO1	0.3	0	8	-1	-4	-1	102	1	4	-16
Cc1c(CC(=O)NCC(C)C)c(=O)oc2cc3c(cc12)CCC(C)(C)O3	-0.8	-1	11	4	3	22	104	-3	-1	1
CCOc1ccc(C(=O)NC(C)C2COc3ccccc3O2)cc1 (stereo unspecified)	-2.7	-4	6	14	-14	-3	99	-2	5	-1
Cc1cccc(-c2noc(CCc3ccccc3)n2)c1	4.1	-29	-3	-21	7	17	106	1	3	-5
Cc1ccc(-c2nc3ncccc3o2)cc1NC(=O)c1cccnc1	-2.8	-2	-7	14	15	27	102	6	1	0
Cc1nc2oc(C(=O)c3ccc(Br)cc3)c(N)c2c2c1COC(C)(C)C2	-3.4	-4	-8	15	-9	5	119	-1	-4	1
O=C1Nc2ccc(Cl)cc2C(C#CC2CC2)(C(F)(F)F)O1 (stereo unspecified)	13	-2	-1	-73	-10	-3	x	0	-4	1
Cc1cccc(-n2nc3c(c2NC(=O)C(C)C)CS(=O)(=O)C3)c1C	-0.3	-8	2	2	3	23	109	-1	-5	-3
NC(=O)c1ccccc1NC(=O)/C=C/c1c(Cl)cccc1Cl	2.1	2	6	-11	-8	0	93	2	0	-12
COc1ccc(/C(C)=N/N=C2/NC(=O)CC(C(=O)O)S2)cc1F (stereo unspecified)	-4.0	0	-6	21	7	39	90	0	3	7
O=C(CSCC(=O)N1CCCc2ccccc21)Nc1nc(-c2ccccc2)cs1	4.3	-4	-10	-25	-3	-19	95	3	1	1
Cc1ccc2c(CC(=O)NC3CCS(=O)(=O)C3)coc2c1C (stereo unspecified)	-2.5	-4	-10	13	5	1	98	6	4	2
CCOC(=O)c1cc2cc(C)ccc2[nH]1	1.6	-1	6	-9	-4	7	121	-3	-5	5
CCOC(=O)C1(CCOc2ccccc2)CCN(Cc2ccc(COC)o2)CC1	0.2	1	14	-1	-4	-10	97	-5	-1	-15
CC(c1nnc(SCC(=O)NC(=O)NCc2ccco2)n1-c1ccc(Cl)cc1)N(C)C (stereo unspecified)	1.1	-3	-7	-6	-10	5	100	3	1	5
S=C(Nc1ccc(CN2CCCCC2)cc1)Nc1cccc(Cl)c1Cl	0.6	-2	-17	-2	13	5	118	2	5	5
O=C1c2ccncc2C(=O)N1C1CCCCC1	-2.9	0	-12	14	-10	6	95	4	0	-14
COc1ccc(C2C3=C(CCCC3=O)N(CC(=O)O)C3=C2C(=O)CCC3)cc1Br	x	0	x	x	-3	x	107	x	-5	13
COC(CNC(=O)c1cn(C)c2ccc(S(=O)(=O)N(C)C3CCCCC3)cc2c1=O)OC	-4.3	0	-14	22	-6	1	105	-5	-1	4
COc1ccc(C2Nc3ccccc3C(=O)N2NC(C)=O)c(OC)c1 (stereo unspecified)	-3.1	-1	21	15	11	3	103	-6	5	-2
Cc1ccc(C(=O)NC2CCS(=O)(=O)C2)cc1S(=O)(=O)N1CCCC1 (stereo unspecified)	-3.6	0	-16	18	4	-6	103	7	0	-3
Cc1ccc(-c2nnn(CC(=O)N(c3cnc4ccccc4c3)C(C(=O)NC3CCCC3)c3ccncc3)n2)o1 (stereo unspecified)	-3.0	2	-32	15	2	14	110	-12	1	-11
O=C(c1oc(=O)c2ccccc2c1-c1ccccc1)N1CCOCC1	-1.1	1	-24	6	-2	6	x	-1	2	-1
Cc1ccccc1-c1nnc2c3ccccc3c(C)nn12	-2.1	0	-6	12	1	-2	94	3	0	-2
CCCCSc1nc(C)c(CC(=O)O)c(=O)[nH]1	-2.7	0	-41	13	-1	0	95	17	1	2
Cc1ccc(S(=O)(=O)N/N=C\c2cn(-c3ccccc3)nc2-c2ccccc2)cc1	3.3	-5	-14	-19	-12	33	95	14	-2	-3
Cc1ccc(C(=O)CSc2nnc(-c3c[nH]c4ccccc34)o2)cc1	3.0	-3	-7	-15	0	-1	105	3	0	3
c1nc2sc3c(c2c2nnnn12)CCC3	-2.5	0	-3	13	-12	-1	95	-1	-3	6
O=S(=O)(NCc1ccccc1Cl)c1cccs1	-3.0	-2	9	16	4	-17	99	8	0	3
Cc1cc(C)c(OCC(=O)OCC(=O)N(C)C2CCS(=O)(=O)C2)c(C)c1 (stereo unspecified)	-1.1	0	-11	7	-7	-12	106	4	-1	-7
C=CCNC(=S)NNC(=O)c1ccc2c(c1)OCO2	-1.9	-1	-18	8	-3	8	101	6	4	4
COc1cc(C(c2sc3nc(C)nn3c2O)N2CC(C)CC(C)C2)cc(OC)c1OC (stereo unspecified)	-2.7	-2	-4	16	-7	0	106	-2	1	-4
Oc1ccccc1C(Nc1nccs1)c1ccc2cccnc2c1O (stereo unspecified)	-0.1	6	2	1	1	-7	70*	-4	3	3
O=C1/C(=C/c2ccco2)SC(=S)N1c1cccnc1	-0.1	2	12	0	-1	6	84	-4	3	-6
COc1ccc(Cl)cc1Nc1nc(Cl)nc(NCCO)n1	x	-3	x	x	8	x	102	x	x	6
Cc1cc(=O)oc2c3c(cc(OCC(=O)NC(Cc4ccc(Cl)cc4)C(=O)O)c12)OC(C)(C)CC3 (stereo unspecified)	-2.9	4	20	15	7	1	104	5	-1	-2
CCOC(=O)c1cnc(SC2CC(=O)N(c3cccc(OC)c3)C2=O)nc1N (stereo unspecified)	-1.7	1	17	10	5	14	96	7	-9	1
Cc1cccc(N2CCN(C(=O)c3ccccc3NC(=O)C3CC=CCC3C(=O)O)CC2)c1 (stereo unspecified)	-0.8	-2	-3	4	1	-3	x	0	6	0
Cc1ccc(C(=O)O)cc1NC(=S)NC(=O)Cc1ccccc1	7.0	-3	-25	-38	-11	3	98	7	3	-3
COc1ccc(/C=N/c2nc3ccccc3n2CCN2CCCCC2)cc1OC	x	-1	x	x	-5	4	99	x	1	-1
CCN(C(=O)COC(=O)c1cccn1C)C1CCS(=O)(=O)C1 (stereo unspecified)	-1.0	3	-4	5	-7	14	96	1	0	5
Cc1nonc1CC(=O)NC1CCCc2c1cnn2-c1ccc(F)cc1F (stereo unspecified)	1.4	-2	-12	-7	-9	-5	100	3	5	-4
O=C1C(C=NCC2CCCO2)=C(O)c2ccccc21 (stereo unspecified)	-2.5	0	15	12	12	-2	106	-6	1	2
COc1ccc(OC)c(-n2c(SCC(C)=O)nnc2-c2cccc(S(=O)(=O)N(C)C)c2)c1	1.9	-4	-22	-10	-14	2	76	4	1	-9
Next part.
SMILES	MOR-DOR ag	DAGLB inh	HTR5A inv ctr	OPRM1-OPRD1 inv	PKA-R1A act	Arrestin-AP2 inh	Pemphigus Ab inh	HTR5A ag ctr	V-ATPase pHluor	PKA-R2B act
Cc1cc(NC(=O)/C=C/c2ccccc2)c(C(C)C)cc1O	-0.8	-3	-10	4	1	8	97	0	2	14
CC(=O)c1sc2nc(-c3ccccc3)cc(C)c2c1N	-3.6	-4	5	18	1	41	119	-1	0	-6
CC1(C)CC(=O)C(C=Nc2cccnc2/N=C/C2=C(O)CC(C)(C)CC2=O)=C(O)C1	-2.1	-2	12	12	13	-3	105	-4	2	2
C[C@]12c3[nH]c4cc(-c5ccco5)ccc4c3CCN1C(=O)[C@@H](CC(=O)NCCN1CCOCC1)C[C@@H]2C(=O)N1CCOCC1	-3.6	0	12	17	-5	4	97	-3	0	2
COc1cccc(NC(=O)CSc2ccccn2)c1	-1.8	0	-13	9	-6	1	x	5	-1	1
Cc1noc(C)c1COc1ccccc1C(=O)NC(C)c1ccc(F)cc1 (stereo unspecified)	-0.6	4	-3	4	4	43	111	-1	7	7
O=C(Nc1cc(Cl)cc(Cl)c1)C(NCCO)c1ccccc1 (stereo unspecified)	0.1	-1	0	-1	-2	4	100	-1	6	5

In the list so far, these have bromine:
SMILES	MOR-DOR ag	DAGLB inh	HTR5A inv ctr	OPRM1-OPRD1 inv	PKA-R1A act	Arrestin-AP2 inh	Pemphigus Ab inh	HTR5A ag ctr	V-ATPase pHluor	PKA-R2B act
Cc1nc2oc(C(=O)c3ccc(Br)cc3)c(N)c2c2c1COC(C)(C)C2	-3.4	-4	-8	15	-9	5	119	-1	-4	1
COc1ccc(C2C3=C(CCCC3=O)N(CC(=O)O)C3=C2C(=O)CCC3)cc1Br	x	0	x	x	-3	x	107	x	-5	13
